NPY-Y1 PAM-ag – NPY-Y1 receptor potentiators or agonists, primary screen, cell-based. Neuropeptide Y receptor type 1 (Homo sapiens), P25929. NPY-Y1 expressing cells, potentiator/agonist activation. activation, % at 3.6 µM. 220,000 tested, 0.37% active. AID 1304, 2008; in the data active = activation above about 33%, passing the limit was not always enough;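 also: cells stimulated with NPY at EC10 then isoproterenol at EC100; 0% = low agonist plus stimulus and 100% = saturating agonist plus stimulus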
NPY Y1 blocker – NPY-Y1 receptor antagonists, primary screen, cell-based. Neuropeptide Y receptor type 1 (Homo sapiens), P25929. HEK293-CNG Y1 cells, membrane potential fluorescence; NPY at EC95, then isoproterenol. inhibition, % at 3.6 µM. 200,000 tested, 1% active;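 active = inhibition above the campaign mean inhibition of all tested compounds plus 3 SD, cut at about 20% in these data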;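 also: 0% = DMSO wells given NPY plus isoproterenol and 100% = isoproterenol alone without NPY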
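Assay system: HEK293 cells with Y1 receptor plus CNG channel | Probe or stimulus: NPY (25 nM), isoproterenol (1 µM), Ro 20-1724 (25 µM) | Timing: Compound incubation 1 h at room temperature, readout 45 min post-stimulation | Measured by: Membrane-potential fluorescent dye readout | Benchmarks: High control isoproterenol alone, low control NPY with isoproterenol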
Runt-SMMHC FRET – inhibitors of RUNX1 Runt–CBFb-SMMHC binding, primary screen, biochemical, FRET, Cerulean-Runt, Venus-CBFb-SMMHC, uHTS. Runt-related transcription factor 1 (Homo sapiens) + Core-binding factor subunit beta …. Cerulean-Runt/Venus-CBFb-SMMHC FRET ratio 530/480, 1 h. inhibition, % at 20 µM. 220,000 tested, 0.74% active. AID 1434, 2008;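 active = mean inhibition across duplicate retests at 20 µM reaching about 50%, limit read from the data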;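 also: 0% = DMSO wells and 100% = wells with excess untagged CBFb-SMMHC; inhibitors lower the FRET ratio by blocking Runt binding to CBFb-SMMHC; some results filed as inactive read as strong as hits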
Runt-CBFb FRET – inhibitors of RUNX1 Runt–CBFb binding, primary screen, biochemical, FRET, Cerulean-Runt, Venus-CBFb, uHTS; Runt-related transcription factor 1 (Homo sapiens) + Core-binding factor subunit beta …; Cerulean-Runt/Venus-CBFb FRET ratio 530/480, 1 h; inhibition, % at 20 µM; 220,000 tested, 0.46% active;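 active = inhibition over about 50% at 20 µM in the single-dose screen, limit read from the data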;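 also: 0% = DMSO wells and 100% = excess unlabeled CBFb competitor control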
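Schedule: protein complex preformed 1 h, compound exposure 1 h, room temperature, dark; test system: Cerulean-labeled Runt domain protein; amount: 100 nM per protein; buffer or medium: Tris 50 mM pH 7.5, KCl, K2SO4, 0.01% BSA; read-out: loss of energy transfer signal; detection: FRET fluorescence; controls: 5 µM unlabeled CBFb as full-inhibition high control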
NPY-Y2 PAM-ag – NPY-Y2 potentiators or agonists, primary screen, cell-based; activation, % at 3.6 µM; AID 1359, 2008; Neuropeptide Y receptor type 2 (Homo sapiens), P49146; cells expressing NPY-Y2, potentiator/agonist read-out; 220,000 tested, 0.45% active; in the data active = activation above about 27%;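 also: cells stimulated with NPY near EC25 plus isoproterenol at EC100; 0% = vehicle plus submaximal agonist and 100% = vehicle plus saturating agonist; some results beyond the cut were filed as inactive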
p97 ATPase inh – inhibitors of human p97 ATPase, primary screen, biochemical; 220,000 tested, 0.42% active; inhibition, % at 8 µM; Transitional endoplasmic reticulum ATPase (Homo sapiens), P55072; recombinant p97 ATPase, Kinase-Glo ATP luminescence, 3 h; in the data active = inhibition above about 15%;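 also: 0% = DMSO vehicle and 100% = wells lacking enzyme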
Target sequence (P55072 whole entry, looked up): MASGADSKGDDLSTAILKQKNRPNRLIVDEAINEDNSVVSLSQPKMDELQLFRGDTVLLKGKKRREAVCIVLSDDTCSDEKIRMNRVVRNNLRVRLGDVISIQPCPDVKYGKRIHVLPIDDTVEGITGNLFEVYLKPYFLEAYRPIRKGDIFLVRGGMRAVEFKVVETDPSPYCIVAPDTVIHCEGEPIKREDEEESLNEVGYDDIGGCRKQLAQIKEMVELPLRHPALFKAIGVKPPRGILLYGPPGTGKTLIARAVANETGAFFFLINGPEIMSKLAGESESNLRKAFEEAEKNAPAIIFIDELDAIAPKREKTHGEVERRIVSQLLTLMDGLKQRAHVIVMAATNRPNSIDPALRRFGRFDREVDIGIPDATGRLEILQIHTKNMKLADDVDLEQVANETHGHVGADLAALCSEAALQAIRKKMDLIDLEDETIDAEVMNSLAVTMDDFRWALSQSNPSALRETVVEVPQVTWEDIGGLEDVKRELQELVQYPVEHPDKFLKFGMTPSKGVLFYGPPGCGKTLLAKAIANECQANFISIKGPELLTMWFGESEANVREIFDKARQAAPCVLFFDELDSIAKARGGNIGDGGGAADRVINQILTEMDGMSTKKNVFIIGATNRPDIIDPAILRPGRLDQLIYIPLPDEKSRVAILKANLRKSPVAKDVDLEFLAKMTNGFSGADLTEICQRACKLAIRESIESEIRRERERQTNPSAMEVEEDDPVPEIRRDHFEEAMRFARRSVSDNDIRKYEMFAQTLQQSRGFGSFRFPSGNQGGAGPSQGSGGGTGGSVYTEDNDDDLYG
Hck-Nef inh – inhibitors of Nef-activated human Hck kinase, primary screen, biochemical, Z-Lyte FRET, 384-well, Hck-YEEI | Tyrosine-protein kinase HCK (Homo sapiens), P08631 | Recombinant Hck-YEEI plus Nef, Z-Lyte FRET kinase assay | inhibition, % at 20 µM | 220,000 tested, 0.68% active;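 active = Hck-Nef kinase inhibition above about 50%, limit read from the data; inactive = inhibition below that limit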;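 also: 0% = DMSO with Hck plus Nef and 100% = Hck alone without Nef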
Mdm2 ligase inh – MDM2-luciferase reporter signal enhancers, primary screen, MDM2 E3 ligase inhibitor project, cell-based, luminescence, 1536-well; 210,000 tested, 0.11% active; signal enhancement, % at 5 µM; E3 ubiquitin-protein ligase Mdm2 (Homo sapiens), Q00987; cell-based MDM2 ubiquitination luciferase reporter, 2 h; 0 = plate control, 100 = twice control, blank-subtracted; AID 1230, 2008;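 active = signal enhancement of 30% or more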;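 also: luminescence tracks abundance of the self-degrading MDM2-luciferase fusion protein; higher signal means inhibition of MDM2 E3 ligase activity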
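Assay system: stable mammalian line carrying autodegrading MDM2–luciferase fusion reporter; Input: 2000 cells in each well; Compound dosing: single-point 5 µM; Schedule: 2 h compound exposure at 37 °C; Signal: SteadyLite luciferase luminescence after 15 min room-temperature reagent incubation; Evaluation: % luminescence enhancement versus blank-corrected plate control mean; Benchmarks: plate controls and plate blanks.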
RBBP9 inhibitor – human RBBP9 inhibitors, primary screen, biochemical, fluorescence polarization, FP-Rh probe, HTS; 220,000 tested, 0.2% active; Serine hydrolase RBBP9 (Homo sapiens), O75884; inhibition, % at 7.94 µM; recombinant RBBP9;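 active = inhibition above the campaign mean of all tested compounds plus 3 SD, cut at about 14% in these data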;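 also: plate controls were DMSO wells with RBBP9 for no effect and wells lacking RBBP9 protein for full effect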
Target sequence (O75884 whole entry, looked up): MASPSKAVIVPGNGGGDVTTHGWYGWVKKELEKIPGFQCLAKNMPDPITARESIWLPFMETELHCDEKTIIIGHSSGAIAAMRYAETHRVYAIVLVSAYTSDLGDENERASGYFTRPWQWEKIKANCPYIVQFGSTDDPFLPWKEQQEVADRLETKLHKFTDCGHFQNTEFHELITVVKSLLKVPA
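Assay system: recombinant human RBBP9; Reagent: Serine-hydrolase probe FP-Rh, 375 nM pre-mixing; Doses: 7.94 µM single dose, 0.794% DMSO; Incubation: 30 min then 45 min, 25 °C; Detection: fluorescence polarization (mP), excitation 525 nm, emission 598 nm; Evaluation: percent inhibition from mP, scaled between DMSO and no-protein wells.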
An asterisk follows results filed as active; . = not tested or not shown.

SMILES	NPY-Y1 PAM-ag	NPY Y1 blocker	Runt-SMMHC FRET	Runt-CBFb FRET	NPY-Y2 PAM-ag	p97 ATPase inh	Hck-Nef inh	Mdm2 ligase inh	RBBP9 inhibitor
CCCn1c(CN2CCN(c3cccc(Cl)c3)CC2)nc2c1c(=O)n(C)c(=O)n2C	-8	10	2	-8	-15	-2	3	-8	-6
CCc1cc2c(=O)c(-c3cnn(-c4ccccc4)c3)c(C)oc2cc1OCC(=O)Nc1cccc(C)c1	6	2	-4	1	-2	1	3	-9	2
COc1ccc(Cl)cc1C(=O)Nc1nc2ccc(S(C)(=O)=O)cc2s1	10	5	-4	1	-5	10	21	-9	-9
CCCNC(=O)c1ccccc1NC(=O)c1ccccc1N(C)S(=O)(=O)c1ccccc1	8	-4	-4	-2	3	6	1	-6	1
COCCCNC(=O)CSc1nc2sc(C(=O)OC)c(C)c2c(=O)n1N	-1	3	4	-3	1	1	-21	-8	-7
CCc1ccc(C(C(=O)NC2CCCCC2)N(C(=O)CNC(=O)c2ccco2)c2cccnc2)cc1 (centres undefined)	7	0	.	.	5	3	17	.	-6
CCOC(=O)c1c(C)nc(SCC(N)=O)c(C#N)c1-c1ccccc1	11	2	1	-3	12	6	3	1	-2
O=C(Cn1ccccc1=O)c1ccc(Cl)cc1	17	-3	2	0	9	4	25	-15	2
O=C(c1ccco1)N1CCN(Cc2cn[nH]c2-c2cccc3ccccc23)CC1	13	.	0	0	-10	3	15	-6	-6
c1coc(CNc2nc3nonc3nc2NCc2ccco2)c1	-24	2	-3	12	0	-2	-1	.	-8
Cc1cc2c(sc3c(C)ccc(C)c32)c(C)n1	0	.	-5	0	-17	8	11	-8	-6
CC(C)c1ccc(NC(=O)C(c2ccccc2)N2CCN(C(=O)c3ccco3)CC2)cc1 (centres undefined)	-11	5	-7	-8	-21	2	2	-3	-3
O=C(NCc1cn(-c2ccccc2)nc1-c1ccccc1)c1cccc([N+](=O)[O-])c1	-18	0	2	2	3	4	-1	-13	-15
O=[N+]([O-])c1cc(S(=O)(=O)NCCN2CCOCC2)ccc1Sc1nnnn1-c1ccccc1	-12	0	4	1	-13	5	7	-15	-6
C/C(CCc1ccccc1)=N\NC(=O)CC(=O)NCCc1ccccc1	-45	3	1	-1	-4	1	-11	2	-3
O=C(CSc1ccc2nnc(-c3cccs3)n2n1)N1CCCC1	2	2	-5	3	-7	4	-1	-6	-4
Cc1cc(/C=C(\C#N)C(=O)O)c(C)n1CC1CCCO1 (centres undefined)	-7	0	-2	0	-2	-2	15	-89	-8
NC(=O)c1cccn1Cc1ccccc1Cl	-2	5	-10	-1	10	5	-1	-16	4
CC(=O)n1cc([C@H]2C=C(C(=O)Nc3ccccc3)O[C@@H](OCCCCO)C2)c2ccccc21	2	-1	-7	-4	1	5	-21	.	-6
O=C(NCCCNCc1ccccc1)c1ccccn1	-13	0	-1	-1	-4	1	-6	-5	-11
O=C(COc1ccc2ccccc2c1Br)NC(=S)Nc1cccc(CO)c1	-4	3	-2	-5	9	-1	7	1	-11
CC1CCN(CCCCOc2ccc([N+](=O)[O-])cc2)CC1	-1	-1	0	-1	13	1	0	-11	-2
CC/C(=C\C(=O)c1ccncc1)Nc1ccc(O)cc1	-15	2	4	6	-17	21*	2	-7	47*
COc1ccc(NC(=O)C2CCN(S(C)(=O)=O)CC2)cc1Cl	-6	4	-2	0	4	3	-2	-20	3
CCCCCCCCSc1nnc(CSc2nc3nc(C)cc(C)n3n2)o1	12	-1	-2	-4	7	-1	0	-6	1
Cc1cc(C(F)(F)F)cc(NNC(=O)NC(=O)c2ccc(Cl)cc2)n1	-10	.	4	-1	3	0	25	-7	-6
O=C(c1cccc2cccc(O)c12)N1CCCCC1	4	-1	2	4	-2	5	-2	-2	1
Cc1cc(-c2cccc([N+](=O)[O-])c2)nc2ccc3ccccc3c12	11	-2	5	2	-4	1	0	-8	-6
CCC(=O)N1CCc2cc(S(=O)(=O)CCC(=O)Nc3nc(C)cs3)ccc21	-15	-1	2	-3	-4	-7	1	-9	-12
Cn1c(=O)c2cc(S(=O)(=O)NC(C(=O)NCc3cccnc3)c3ccccc3)ccc2n(C)c1=O (centres undefined)	-3	1	-4	1	-5	2	1	-22	2
Cc1ccc(S(=O)(=O)Oc2ccc(C3C4=C(CCCC4=O)N(CCC(=O)O)C4=C3C(=O)CCC4)cc2Cl)cc1	-11	-3	.	5	0	4	32	-36	-1
CC1(C)SC(=S)N(/N=C/c2cccnc2)C1N(O)C(=O)Nc1ccccc1 (centres undefined)	17	.	0	4	-1	5	16	-10	-6
Cc1nn(C)c(Oc2ccccc2)c1CCNC(=O)CC(C)C	-5	0	-6	0	-2	-2	23	-8	6
S=c1[nH]nc(-c2ccccc2)n1/N=C/c1ccc(-c2ccccc2Cl)o1	4	2	16	10	9	1	28	-3	-6
Cc1ccc(C(=O)COC(=O)c2c(C)cc(=O)oc2C)cc1[N+](=O)[O-]	12	6	-1	-2	-1	-3	0	-13	-8
O=C(NCC(=O)N(c1cccnc1)C(C(=O)NC1CCCCC1)c1cccnc1)c1ccco1 (centres undefined)	1	4	-1	1	-13	-7	0	-10	-10
CCN(CC)c1ccc(/C=N/NC(=O)OC)c(O)c1	0	0	0	6	-7	-1	-1	-2	-8
CC(C)NC(=O)/C=C/C(=O)O	-4	-1	-4	1	-9	0	23	-20	-6
O=C(NCc1ccc2c(c1)OCO2)C1CC(c2ccccc2O)=NO1 (centres undefined)	-42	11	-3	2	-3	6	1	-5	7
CCc1nc(OCCN(CC)CC)c2oc3ccccc3c2n1	0	4	3	-2	-15	6	8	-14	-6
O=C(CSc1nc(-c2ccccc2)nc2ccc(F)cc12)Nc1ccc(C(=O)O)cc1	-11	-2	-4	-1	-11	4	28	-12	-1
O=S(=O)(O)c1nnc2sc3ccccc3n12	-8	5	-9	0	-2	-1	0	9	-8
CC1CCc2nc(NC(=O)CN3CCN(Cc4ccc5c(c4)OCO5)CC3)sc2C1 (centres undefined)	-10	11	-3	-3	-23	-8	0	3	-6
CC1CCCN(C(=O)CSc2nnc(-c3c[nH]c4ccccc34)o2)C1 (centres undefined)	-6	8	-3	0	-15	4	2	-19	3
FC(F)(F)c1ccc(Sc2n[nH]c(C(F)(F)F)n2)nc1	-9	.	-3	-1	-13	-4	-4	-4	-6
COC(=O)[C@@H](NC(=O)Nc1ccc(OC(F)(F)F)cc1)C(C)C	4	2	3	-3	-4	2	-1	-2	-11
Cc1ccc(C(=O)O/N=C\c2ccc(N3CCOCC3)c([N+](=O)[O-])c2)cc1	24	3	-12	.	10	2	0	-21	-8
Cc1ccc(S(=O)(=O)NNc2nnc(C)c(=O)[nH]2)cc1	-13	2	15	23	-2	4	17	-9	-4
O=C(CCSCc1ccccc1Cl)NCc1ccco1	-18	6	0	-1	-21	-4	-37	-79	-9
Cc1nc(-c2cc(-c3nc(-c4ccc(C(C)(C)C)cc4)no3)no2)cs1	-38	.	0	-4	-3	-1	7	-17	-7
O=C(CCN1CCCC1)Nc1ccccc1	0	-3	-3	2	12	7	2	-19	-1
O=C(O)c1ccc(Cl)c(S(=O)(=O)NC(Cc2ccccc2)C(=O)O)c1 (centres undefined)	-19	1	-4	1	-9	0	17	-15	3
CC(=O)Nc1ccc(Nc2ncnc3ccccc23)cc1	-7	.	1	1	-11	3	28	.	4
COc1ccc(NC(=S)NC(NC(=O)c2ccc(Cl)cc2Cl)C(Cl)(Cl)Cl)c([N+](=O)[O-])c1 (centres undefined)	3	-7	-6	-1	10	3	-1	-17	-15
CCC/C(O)=C1\C(=O)CCCC1=NC(C)C(=O)O (centres undefined)	-28	0	3	3	9	1	2	-17	-2
O=C(OCc1ccc([N+](=O)[O-])cc1)C1CCN(S(=O)(=O)c2ccccc2)CC1	-2	1	-1	0	8	-3	1	-11	-2
Cc1sc(N/N=C/c2ccco2)nc1-c1ccccc1	-9	3	-1	1	7	0	0	-16	-7
CCN(CC)CCCNC(=O)CC1Oc2ccc(C)cc2NC1=O (centres undefined)	-3	-2	-3	-2	1	0	1	-20	-8
CCCCN(C)C(=O)c1coc(=O)c2ccccc12	-2	0	-3	-1	-2	3	0	-41	-3
COCC(=O)NNC(=S)Nc1cccc(C)c1C	23	6	2	4	10	1	15	-5	-2

New compounds follow
SMILES	NPY-Y1 PAM-ag	NPY Y1 blocker	Runt-SMMHC FRET	Runt-CBFb FRET	NPY-Y2 PAM-ag	p97 ATPase inh	Hck-Nef inh	Mdm2 ligase inh	RBBP9 inhibitor
Cc1cc([N+](=O)[O-])nn1CCCC(=O)NCc1ccc(F)cc1	13	5	0	-1	1	3	11	-11	-7
O=C(CC1C(=O)NC2CCCCC2N1C(=O)c1ccc([N+](=O)[O-])cc1)Nc1ccccc1 (centres undefined)	0	5	-2	0	-4	1	6	-5	-6
COc1cc2c(C(=O)N3CCCc4ccccc43)cn(C)c(=O)c2cc1OC	4	4	-7	1	7	3	1	-19	-5
O=C1c2cccnc2C(=O)N1c1cccc(-c2nc3ccccc3o2)c1	9	-4	4	2	-1	2	-1	-3	-3
